# KKLEB cytotox = cytotoxicity in KKLEB CF airway cells, primary screen, cytotoxicity control for CF NF-kB inhibitor project, cell-based, uHTS, fluorescence assay plates; KKLEB CF airway cells viability, ATPlite luminescence, overnight; active compounds read low; cells stimulated with P. aeruginosa culture filtrate; activity change (cytotoxicity), % at 5 µM; 0.36% of 360,000 active; AID 602141, 2011;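 active means corrected activity change at or below -50% at 5 µM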
# C8 TRAIL sens = viability loss with TRAIL in NB7+C8 cells, primary screen, TRAIL sensitizer project, cell-based, ATPlite luminescence | inhibition (viability loss, TRAIL sensitization), % at 10 µM | 1% of 360,000 active;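 active means compounds causing at least 50% loss of cell viability in the single-dose screen, relative to plate controls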
# CF NFkB block = inhibitors of PAF-induced NF-kB signaling, primary screen, cell-based, GFP fluorescence, uHTS; KKLEB NF-kB-GFP reporter, GFP fluorescence overnight; inhibition, % at 5 µM; 0.86% of 360,000 active; AID 588850, 2011;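 active means at least 50% inhibition at 5 µM, scaled per plate between neutral and stimulator controls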;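 further: PAF is a Pseudomonas aeruginosa culture filtrate used as stimulus; plate controls were PAF-stimulated DMSO wells for no effect and unstimulated DMSO wells for full effect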
# TRPM1 prom inh = inhibitors of MITF-dependent TRPM1 promoter reporter, primary screen, cell-based, SK-MEL-5, single point, luciferase | SK-MEL-5 TRPM1 promoter luciferase, 24 h | 0.83% of 330,000 active | inhibition, % at 12.5 µM | AID 488899, 2010;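 active means mean inhibition across replicates of 60% or more, whatever share of single replicates reaches that level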; further: values of inactives mirror those of a sister screen read the other way
# HIF-2a block = HIF-2a reporter inhibitors, primary screen, luminescence, 786-0 RCC cells; 786-0 RCC cells HIF-2a reporter, luciferase luminescence, overnight; inhibition, % at 18.8 µM; 0.72% of 360,000 active;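 active means inhibition of the luminescence signal of 40% or more relative to plate controls, in a single-dose primary screen at 18.75 µM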
# iPSC survival up = enhancers of single-cell hiPSC survival, primary screen, ATPlite luminescence; 100% = ROCK inhibitor wells, 0% = DMSO; survival enhancement, % at 20 µM; 0.044% of 360,000 active; AID 602274, 2012; in the data active means survival enhancement above about 18%;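 further: cells exposed to compounds for 16 hours before the ATP read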
# Shn3 inh set2 = reduction of Shn3 3'UTR firefly luciferase signal, primary screen, Schnurri-3 inhibitor project, cell-based, Clone20 osteoblasts, set 2; AID 588674, 2011; inhibition, % at 12.5 µM; 0.52% of 360,000 active; Clone20 osteoblast Shn3 3'UTR firefly luciferase, 24 h;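 active means mean inhibition of at least 75% with every replicate also reaching 75%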;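 further: 0% = median of neutral control wells and 100% = pilot-screen positive control compound; some compounds past the cut are filed as inactive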
# Peg3 promoter = Peg3 promoter-driven luciferase inhibitors, primary screen, cell-based, HeLa, luciferase luminescence; HeLa PEG-Prom luciferase reporter, overnight; inhibition, % at 20 µM; 1.7% of 360,000 active; AID 588405, 2011;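 active means inhibition of at least 50% at 20 µM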
# NR2E3 ag-1 = NR2E3 agonists in two-hybrid cells, primary screen, cell-based, luminescence, CHO-S, Gal4-NCOR/VP16-NR2E3; Photoreceptor-specific nuclear receptor (Homo sapiens), Q9Y5X4; AID 602229, 2012; inhibition of corepressor binding, % at 3.98 µM; luciferase; 0.35% of 360,000 active;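 active means inhibition above the mean of all tested compounds plus 3 SD, cut at about 70% in these data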;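 further: 0% = DMSO with NR2E3 transfected cells and 100% = cells lacking NR2E3 construct; higher means lower luciferase signal from less NR2E3 corepressor binding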
# Target sequence (Q9Y5X4 whole entry, looked up, the tested form may be a part): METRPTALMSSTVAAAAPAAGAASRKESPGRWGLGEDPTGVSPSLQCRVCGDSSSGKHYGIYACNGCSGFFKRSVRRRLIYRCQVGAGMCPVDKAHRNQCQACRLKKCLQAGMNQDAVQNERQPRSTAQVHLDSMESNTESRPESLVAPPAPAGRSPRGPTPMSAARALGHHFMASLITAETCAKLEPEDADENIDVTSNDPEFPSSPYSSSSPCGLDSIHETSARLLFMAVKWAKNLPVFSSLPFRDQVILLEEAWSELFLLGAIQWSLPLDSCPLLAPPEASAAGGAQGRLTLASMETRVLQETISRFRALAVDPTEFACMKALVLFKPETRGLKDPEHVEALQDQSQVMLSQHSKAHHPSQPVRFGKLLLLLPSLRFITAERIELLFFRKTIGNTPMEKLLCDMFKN
# EBV LMP1 NFkB = EBV LMP1-driven NF-kappaB luciferase reporter inhibitors, primary screen, cell-based, luminescence, single point | 0.69% of 350,000 active | inhibition, % at 12.5 µM | LMP1-induced NF-kappaB luciferase reporter cells; in the data active means inhibition above about 41%;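 further: 0% = neutral control wells and 100% = reference inhibitor control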
# NR2E3 ag-2 = inhibitors of NR2E3-RetCOR corepressor binding, primary screen, NR2E3 agonist project, biochemical, TR-FRET, GST-NR2E3, biotin-RetCOR. 1536-well. 0.12% of 320,000 active. Photoreceptor-specific nuclear receptor (Homo sapiens), Q9Y5X4. AID 2300, 2010. inhibition of corepressor binding, % at 4.78 µM;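 active means percent inhibition above the cutoff of mean plus 3 SD of all tested compounds, set per screening campaign, cut at about 20% in these data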;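 further: 0% = DMSO wells and 100% = biotin wells as full block of FRET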
#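 System: GST-tagged NR2E3 plus biotinylated RetCOR corepressor; Amount: 1.35 nM GST-tagged NR2E3 final; Dosing: single nominal compound dose of 4.8 µM; Schedule: 5 h incubation at 4 °C; Technique: TR-FRET with europium anti-GST and streptavidin-D2, 340 nm excitation; Controls: biotin wells as high control, 0.6% DMSO wells as low control.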
# Starred values were filed as active, the others as inactive; x = no result given. Not all compounds are listed; the hit share may differ from the screen's.
SMILES,KKLEB cytotox,C8 TRAIL sens,CF NFkB block,TRPM1 prom inh,HIF-2a block,iPSC survival up,Shn3 inh set2,Peg3 promoter,NR2E3 ag-1,EBV LMP1 NFkB,NR2E3 ag-2
Cc1ccc(-c2c[n+](Cc3ccc(Cl)c(Cl)c3)c3n2CCC3)cc1,-12,33,8,72*,26,-1.0,57,20,10,5,1
NC(=O)c1cc(C(=O)c2ccc(Cl)cc2)c[nH]1,6,2,48,-15,-40,-0.2,-13,-63,-15,2,1
N#Cc1ccccc1OCC(=O)NC1CCCCC1,-8,6,5,-38,-218,1.1,-29,-203,-112,-16,x
CCCCC(=O)Nc1ccc2oc(-c3cccnc3)nc2c1,13,5,2,-35,-139,-2.0,-8,-96,-54,-8,-1
CCOC(=O)c1c(-c2cccc([N+](=O)[O-])c2)csc1NC(=O)CCCOc1ccccc1,-3,0,4,9,20,1.5,3,16,-28,5,0
O=C(O)C1=NN(c2cc(Cl)c(S(=O)(=O)O)cc2Cl)C(=O)C1,7,11,-8,15,3,-2.0,14,2,14,1,x
O=S(=O)(c1ccc2c(c1)OCCO2)N1CCN(Cc2ccccc2)CC1,-2,6,9,7,-5,2.5,0,-1,-8,7,1
CCC/C(=C1/c2ccccc2C(=O)N1c1ccccc1)c1ccc2c(c1)OCO2,7,4,19,14,14,-0.2,0,19,-37,5,1
CCCCNC(=O)Cc1cc(=O)[nH]c(=O)[nH]1,25,-3,-9,15,11,4.8,-4,3,-12,-1,4
CN1CCN(CC(O)COCc2ccc3c(c2)OCO3)CC1 (configuration not stated),-2,2,6,13,-12,0.3,-8,-7,-7,-2,-2
Cc1cc(/C=N/Nc2ncnc(N)c2[N+](=O)[O-])c(C)n1-c1ccccc1,-50*,85*,-14,81*,59*,-0.9,53,92*,-7,78*,-2
COc1ccc(C(=O)OCC(=O)Nc2ccc(OC(F)F)cc2)c(OC)c1,7,-3,-21,-10,3,-1.4,-2,17,20,1,0
COc1ccc(NC(=O)N2CCc3ccccc3C2)c(OC)c1,10,-6,-6,-13,-150,-0.6,-32,-134,-93,-8,-2
O=C(CN(c1cccc(C(F)(F)F)c1)S(=O)(=O)c1ccccc1)N1CCOCC1,1,4,-4,-3,17,-2.7,10,8,8,-2,1
Cc1ccc(-c2csc(=S)n2CC(=O)OCC(=O)NC(C)C(C)C)cc1 (configuration not stated),-3,-9,-1,10,1,-0.8,18,4,2,-4,5
CCOC(=O)c1sc2nc(SC)nc(-c3ccc(Cl)cc3)c2c1N,1,3,5,8,10,0.2,2,2,11,-31,-1
COc1cc(NC(=O)Nc2nnc([C@@H]3C[C@H](O)[C@@H](CO)O3)s2)cc(OC)c1OC,15,-16,2,x,5,5.7,7,2,-14,x,x
O=C(Cn1nnc(-c2ccccc2Cl)n1)N1CCN(S(=O)(=O)c2ccc(Cl)cc2)CC1,6,0,3,4,25,-1.3,-6,20,-9,-7,1
O=C(NC(=O)c1ccccc1)NC(=O)c1ccccc1,6,7,14,-7,-40,6.8,4,-33,-1,-1,1
O=C(CN1CCCCCC1)Nc1ccc(Br)cc1Br,0,24,6,-67,-215,2.9,-41,-178,-48,-20,4
c1ccc(CCNc2ccc3nncn3n2)cc1,-7,-1,6,-5,-6,0.6,-3,-13,-8,-1,0
COc1ccccc1NC(=O)c1ccc(SCC(=O)NCc2ccccc2Cl)c([N+](=O)[O-])c1,-10,3,16,5,0,0.0,29,7,-1,-1,0
CC1CCN(C(=O)COC(=O)c2c[nH]c3ccccc23)CC1,-6,16,22,-55,-153,-0.5,-15,-151,-58,-12,x
Cc1ccccc1NC(=O)c1cccc2c1C(=O)N(C1CCCCC1)C2,6,-3,5,0,11,0.7,8,23,0,10,2
CC(C)OC(=O)c1ccc(NC(=O)CSc2nc3ncccc3[nH]2)cc1,14,23,-18,-14,-192,1.5,46,-96,-42,-18,0

# Compound profiles, from the list above. Order of values: KKLEB cytotox	C8 TRAIL sens	CF NFkB block	TRPM1 prom inh	HIF-2a block	iPSC survival up	Shn3 inh set2	Peg3 promoter	NR2E3 ag-1	EBV LMP1 NFkB	NR2E3 ag-2
# NC(=O)c1cc(C(=O)c2ccc(Cl)cc2)c[nH]1 is listed as 6	2	48	-15	-40	-0.2	-13	-63	-15	2	1
# CCC/C(=C1/c2ccccc2C(=O)N1c1ccccc1)c1ccc2c(c1)OCO2 is listed as 7	4	19	14	14	-0.2	0	19	-37	5	1
# O=C(O)C1=NN(c2cc(Cl)c(S(=O)(=O)O)cc2Cl)C(=O)C1 is listed as 7	11	-8	15	3	-2.0	14	2	14	1	x
# CCCCC(=O)Nc1ccc2oc(-c3cccnc3)nc2c1 is listed as 13	5	2	-35	-139	-2.0	-8	-96	-54	-8	-1
# O=C(Cn1nnc(-c2ccccc2Cl)n1)N1CCN(S(=O)(=O)c2ccc(Cl)cc2)CC1 is listed as 6	0	3	4	25	-1.3	-6	20	-9	-7	1

# Peg3 promoter, hit marks shown above.
mol	CF NFkB block	TRPM1 prom inh	HIF-2a block	Shn3 inh set2	Peg3 promoter	NR2E3 ag-1	EBV LMP1 NFkB	NR2E3 ag-2
Cc1cc(/C=N/Nc2ncnc(N)c2[N+](=O)[O-])c(C)n1-c1ccccc1	-14	81*	59*	53	92*	-7	78*	-2

# Remaining list, next part:
SMILES,KKLEB cytotox,C8 TRAIL sens,CF NFkB block,TRPM1 prom inh,HIF-2a block,iPSC survival up,Shn3 inh set2,Peg3 promoter,NR2E3 ag-1,EBV LMP1 NFkB,NR2E3 ag-2
Cc1ccccc1SCC(=O)OCC(=O)NCc1ccccc1,-12,-13,24,-6,9,-0.5,-6,-4,-34,-9,x
Cc1cc(=O)oc(C)c1C(=O)Nc1ccc2ncccc2c1,8,6,-13,-13,5,3.2,-28,-3,5,0,-6
COc1cccc(CN(C(=O)c2ccc([N+](=O)[O-])cc2)C2CCS(=O)(=O)C2)c1 (configuration not stated),-10,4,22,-8,1,0.1,-2,-2,-11,3,3
O=C1c2oc3ccccc3c(=O)c2C(c2ccc(O)cc2)N1c1nccs1 (configuration not stated),-8,-2,-22,2,1,2.7,5,13,-23,-3,4
COc1cc(OC)cc(C(=O)NNC(=S)NC(=O)c2cccnc2)c1,-7,25,-6,-7,4,-0.4,4,1,0,7,-1
CCOC(=O)C(C)Sc1nnc(NC(=O)c2ccc(C)c([N+](=O)[O-])c2)s1 (configuration not stated),-11,-1,24,10,13,-0.5,-23,7,-6,3,4
O=C(NCCN1CCOCC1)c1cccc(Cl)c1,1,4,3,-15,11,1.2,-12,6,10,-14,2
Cc1cc(CN2CCCC(CO)(Cc3cccc(Cl)c3)C2)n[nH]1 (configuration not stated),15,-2,-15,2,17,-0.1,1,1,15,5,2
CC(C)(C)c1cc(CCC(=O)N2CCC2)cc(C(C)(C)C)c1O,12,-5,4,-7,5,-0.2,-5,5,-1,1,-2
Cn1nnnc1SCC(=O)NC1CCCC1,0,19,-2,-17,7,1.3,-31,-4,-26,-7,4
O=S(=O)(c1cccc(-c2n[nH]c(=S)n2-c2ccccc2Cl)c1)N1CCOCC1,-8,3,6,-11,-54,-1.0,-7,-72,-63,-9,x
CCOC(=O)C(C(=O)Cc1ccccc1)c1ccccc1 (configuration not stated),3,-4,-2,-4,-7,-1.2,1,1,-2,-3,x
O=S(=O)(NCCS(=O)(=O)N1CCN(c2ccc(F)cc2)CC1)c1ccc(F)cc1,-4,-4,-10,x,14,-1.0,-13,14,19,1,x
CC1CCN(CCCCOc2ccc(F)cc2)CC1,-4,4,13,-13,11,-0.2,-38,8,-3,3,-3
COc1ccc(OS(=O)(=O)Cc2ccccc2)cc1,-10,-8,3,-31,-126,-0.1,-38,-144,-47,0,2
N#Cc1ccc(OCC(=O)N2CCN(S(=O)(=O)c3cccs3)CC2)cc1,1,5,-13,-1,26,3.6,4,16,-5,-2,-2
CCOC(=O)[C@@H]1[C@H]2COc3ccc(Br)cc3[C@H]2N2C(=O)N(c3ccc(F)cc3)C(=O)[C@@]12C,8,1,6,4,5,4.6,-2,-7,-18,2,4
COc1ccc(OC)c(CNCc2ccc3c(c2)OCO3)c1,-4,6,1,1,14,-0.5,-5,-2,6,-5,-5
CC(N=c1ccccn1C(=O)Nc1ccc(F)cc1)c1ccco1 (configuration not stated),-4,15,7,-11,-32,2.5,18,-26,11,-4,-3
CCOc1ccc(OCC)c(NC(=O)C2CCCN(S(=O)(=O)c3cccs3)C2)c1 (configuration not stated),-6,-9,7,10,28,-0.4,19,20,10,-2,x
CC(=O)NC1=NN(C(C)=O)C2(CCCCC2)S1,1,13,-2,15,5,-0.3,-27,-1,-6,5,1
CCOc1ccccc1NC(=O)NCCCCc1ccccc1,-16,5,9,8,5,-0.2,24,13,-2,-3,-2
Cc1cc(C)c(C)c(S(=O)(=O)N2C(=S)NC(=O)C2CC(C)C)c1C (configuration not stated),0,-1,13,0,10,1.9,2,18,18,6,1
CC1CC(=O)Nc2ccccc2N1C(=O)CSc1ccc2ccccc2n1 (configuration not stated),5,-6,-4,10,-7,-0.1,0,-42,1,-9,x
